# High-throughput results: PubChem BioAssay, National Center for Advancing Translational Sciences (NCATS)
# Rhodamine fluor = rhodamine region autofluorescence | Rhodamine-region fluorescence, 547/598 nm, Tris buffer; active compounds read high | hit rate 0.05% among 59,000 | max dye-equivalent concentration, M | AID 594; in the data active means max dye-equivalent concentration above about 11 nM; inconclusive means between about 1.1 nM and that limit
#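 Intrinsic compound fluorescence, ex 547 / em 598 nm, CCD imager. Tris 100 mM pH 8.0; 15 min RT. Output = rhodamine dye-equivalent concentration at each compound concentration.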
# Tau fil binding = tau filament binding; P10636; recombinant tau filaments, thioflavin S fluorescence, 15 h; filaments grown with octadecylsulfate alongside compound; Potency, µM (doses to about 57.1 µM), for inactives: at the highest dose activity change, negative = inhibition; hit rate 2% among 71,000;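 further: potency means the concentration at half of the fitted maximal effect; on the % scale 0 is the no-effect control and ±100 the full control effect; actives lower thioflavin S fluorescence by blocking filaments or displacing dye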
# Target sequence (P10636 whole entry, looked up): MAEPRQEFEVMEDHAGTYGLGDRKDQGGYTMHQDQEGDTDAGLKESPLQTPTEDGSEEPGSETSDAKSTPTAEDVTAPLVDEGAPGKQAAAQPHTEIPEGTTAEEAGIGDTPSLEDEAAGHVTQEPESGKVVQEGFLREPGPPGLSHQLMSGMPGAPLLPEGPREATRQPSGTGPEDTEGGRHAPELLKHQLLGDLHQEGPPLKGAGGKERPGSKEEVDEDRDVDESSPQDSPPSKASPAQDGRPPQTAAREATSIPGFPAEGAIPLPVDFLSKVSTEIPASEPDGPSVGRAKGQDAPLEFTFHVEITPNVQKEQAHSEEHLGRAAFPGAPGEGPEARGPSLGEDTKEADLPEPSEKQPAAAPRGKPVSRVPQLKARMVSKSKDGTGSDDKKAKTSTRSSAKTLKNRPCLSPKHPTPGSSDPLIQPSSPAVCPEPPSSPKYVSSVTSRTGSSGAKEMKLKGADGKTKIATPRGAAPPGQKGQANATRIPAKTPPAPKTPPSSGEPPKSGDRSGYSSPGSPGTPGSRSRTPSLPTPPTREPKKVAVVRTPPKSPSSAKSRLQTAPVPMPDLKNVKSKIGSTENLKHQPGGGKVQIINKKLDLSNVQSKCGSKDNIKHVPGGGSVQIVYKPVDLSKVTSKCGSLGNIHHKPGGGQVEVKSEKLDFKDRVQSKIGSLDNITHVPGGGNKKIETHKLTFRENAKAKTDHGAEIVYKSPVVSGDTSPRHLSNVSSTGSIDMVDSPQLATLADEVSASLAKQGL
#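 Recombinant tau protein (human, 1 uM final) plus 30 uM ODS in HEPES pH 7.4 with NaCl, DTT and thioflavine S. Compound present from the start; fluorescence at 510 nm after 15 h, 37 C.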
# Caspase-7 inhib = caspase-7 (human) inhibition, allosteric or competitive; P55210; hit rate 0.02% among 75,000; Potency, µM (highest dose often 57.5 µM), without a hit: at the top dose activity change, negative = inhibition, most hits filed as inhibitors; recombinant caspase-7, Ac-DEVD-AFC fluorescence rate; AID 889; active means well fitted inhibition curve with a large enough effect in the main read-out, with a control signal flat, not every such curve was filed as active; inconclusive means small, poorly fitted or top-dose-only effect, or a change in a side signal; further: potency means the concentration at half of the fitted maximal effect; % of control where 0% means no effect
# ERK AVP block = blocks ERK signaling stimulated by vasopressin; hit rate 0.99% among 72,000; AID 995; Potency, µM (highest dose often 57.5 µM), for inactives: at the top dose activity, negative = inhibition, usual class: inhibitors; HEK293-V1b, vasopressin-stimulated pERK AlphaScreen; further: potency means the concentration at half of the fitted maximal effect; on the % scale 0 is the no-effect control and ±100 the full control effect; nearly all actives have a fitted effect of over 55% in size
#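 HEK293 cells stably expressing V1b receptor, preincubated 30 min at 37 °C with compound, then stimulated 5 min with 25 nM vasopressin. Phospho-ERK by AlphaScreen SureFire after 5 h RT; normalized to DMSO and vasopressin; AC50 by Hill fit.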
# HEK293 cAMP ctrl = parental HEK293 cAMP activation (counter-screen); parental HEK293 CNG cAMP sensor, membrane potential fluorescence; hit rate 2.5% among 73,000; AID 938; Potency, µM (doses to about 57.1 µM), for the others: at the highest dose activation, hits mostly activators; further: potency means the concentration at half of the fitted maximal effect; % of control where 0% means no effect; nearly all actives have a fitted effect of over 55% in size
#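 Parental HEK 293 cells stably expressing a modified CNG channel (no TSHR) report cAMP rise as membrane depolarization. Membrane potential dye with 100 uM RO 20-1724 was loaded for 60 min at room temperature, then compound added for 30 min; fluorescence read at 590 nm.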
# HADH2 inhib = inhibitors of human HADH2 dehydrogenase | Q99714 | recombinant HADH2, NADH fluorescence, beta-hydroxybutyryl-CoA | Potency, µM (titrated, usually from 57.1 µM), without a hit: at the top dose activity change, negative = inhibition, usual class: inhibitors | hit rate 3.4% among 73,000; further: potency means the concentration at half of the fitted maximal effect; on the % scale 0 is the no-effect control and ±100 the full control effect; nearly all actives have a fitted effect of over 60% in size; many of its hits are not listed in these tables
# Target sequence (Q99714 whole entry, looked up, one chain of several): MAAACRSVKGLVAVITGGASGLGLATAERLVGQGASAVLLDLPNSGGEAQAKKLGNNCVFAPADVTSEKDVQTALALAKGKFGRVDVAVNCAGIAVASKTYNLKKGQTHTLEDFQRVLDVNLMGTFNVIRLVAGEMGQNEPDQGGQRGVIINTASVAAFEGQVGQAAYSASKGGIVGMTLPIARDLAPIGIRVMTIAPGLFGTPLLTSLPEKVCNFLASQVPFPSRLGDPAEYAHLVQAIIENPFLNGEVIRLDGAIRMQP
#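 Read-out: 360 nm excitation, 450 nm emission, kinetic over 4 min. Conditions: His-tagged human HADH2 20 nM, pH 9.0 Tris with Tween-20, 1 mM NAD+, 90 uM beta-hydroxybutyryl-CoA.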
# FLuc inh = inhibitors of firefly luciferase | purified firefly luciferase, luminescence, 8 min | Potency, µM (doses to about 57.1 µM), inactives show top-dose activity change, negative = inhibition, most hits filed as inhibitors | hit rate 2.2% among 72,000; further: potency means the concentration at half of the fitted maximal effect; on the % scale 0 is the no-effect control and ±100 the full control effect; nearly all actives have a fitted effect of over 40% in size
#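 qHTS concentration-response profiling: light output of P. pyralis luciferase with luciferin and 10 uM ATP, imidazole buffer pH 7.2. Read by luminescence after 8-min room-temperature incubation.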
# Texas Red fluor = Texas Red region autofluorescence | Compound fluorescence, Texas Red channel, 547/618 nm; active compounds read high | max dye-equivalent concentration, M | hit rate 0.06% among 59,000 | AID 587; in the data active means max dye-equivalent concentration above about 10 nM; inconclusive means between about 1.1 nM and that limit
#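 Dye-equivalent concentrations come from scaling compound signal (ex 547, em 618 nm) to six Texas Red standard concentrations run on every plate, after 15 min room-temperature incubation in pH 8.0 Tris (100 mM).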
# Fluorescein autfl = compound autofluorescence in fluorescein spectral region | Compound autofluorescence, 480/540 nm, fluorescein-equivalent; active compounds read high | hit rate 0.91% among 59,000 | AID 593 | max fluorescein-equivalent concentration, M; in the data active means max fluorescein-equivalent concentration above about 10 nM; inconclusive means between about 1.1 nM and that limit
#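 Spectral profiling of library compounds in the fluorescein window (480 nm excitation, 540 nm emission) after 15 min at room temperature in pH 8.0 Tris (100 mM). Values are dye-equivalent concentrations.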
# USP2a inh = USP2a (human) protease inhibition; O75604; USP2a enzymatic assay, qHTS inhibition; Potency, µM (doses to about 38.3 µM), inactives show at the highest dose activity change, negative = inhibition, usual class: inhibitors; hit rate 0.1% among 60,000;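 further: potency means the concentration at half of the fitted maximal effect; nearly all actives have a fitted effect of over 60% in size; plate controls were DMSO for no effect and NEM full inhibition control for full effect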
#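 USP2 core (20 nM final) was preincubated with compound for 30 min at RT in 20 mM Tris-HCl pH 8.0, 2 mM CaCl2, 2 mM beta-mercaptoethanol; Ub-PLA2 (20 nM) plus NBD C6-HPC (20 uM) then added, fluorescence read after 2.5 h.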
# Caspase-1 inhib = caspase-1 (human) inhibition, allosteric or competitive; P29466; Caspase-1 enzyme, Ac-WEHD-AFC fluorogenic rate; Potency, µM (highest dose often 57.5 µM), for the others: at the top dose activity change, negative = inhibition, most hits filed as inhibitors; hit rate 0.03% among 75,000; AID 900;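 further: potency means the concentration at half of the fitted maximal effect; plate controls were vehicle for no effect and no substrate for full effect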
# Active calls of the source: *; i = inactive; ? = inconclusive; . = no result given; [ ] = remark or other dose. Unless noted, the call rests on the fitted dose curve; in most records, active means well fitted curve in the direction sought with a large enough effect; inconclusive means small, poorly fitted or top-dose-only effect, or another doubt; inactive means no such curve, though single readings can be large; an effect the other way counts as inactive or inconclusive.
# Each structure is followed by: Texas Red fluor	Fluorescein autfl	ERK AVP block	Rhodamine fluor	USP2a inh	Caspase-1 inhib	HADH2 inhib	Caspase-7 inhib	HEK293 cAMP ctrl	Tau fil binding	FLuc inh
Cc1sc2ncnc(SCC(=O)N3CCCC3)c2c1C
 : .	.	-20.4%	.	6.4%	-4.6%	-4.3%	0.9%	10.4%	-10.2%	-1.2%
Cn1nc(C(=O)NC2CCCCC2)c2ccccc2c1=O
 : i	?	-11.2%	i	5.0%	-0.3%	10.1%	-1.0%	9.2%	-2.7%	-0.8%
CCc1ccc2[nH]c(=O)c(CN(CCCN3CCOCC3)C(=O)Nc3cccc(Cl)c3)cc2c1
 : ?	?	-20.8%	i	44.7%[activator]	-5.1%	-5.2%	3.1%	-26.0%	229.8%	-0.2%
Cc1ccc2cc(CN(C)C(=O)C3CCCO3)c(=O)[nH]c2c1 (configuration not stated)
 : i	i	4.1%	i	-2.1%	-0.6%	-8.5%	0.3%	-0.3%	6.8%	0.8%
O=C(c1ccc(CNS(=O)(=O)c2ccccc2)cc1)N1CCN(c2ccccn2)CC1
 : i	i	24.4%	i	15.4%	2.6%	-1.6%	0.6%	?	-1.4%	4.8%
CC(C)=CCC/C(C)=C/CO/N=C1/C[C@@H](O)[C@@H](O)[C@@H]2[C@@H]3C(=O)N([C@@H](C)c4ccccc4)C(=O)[C@H]3CC[C@H]12
 : .	.	7.4%[11.5 µM]	.	.	-0.8%[11.5 µM]	0.2%[11.4 µM]	-1.8%[11.5 µM]	-7.2%[11.4 µM]	.	0.2%[11.4 µM]
Cc1ccc(S(=O)(=O)N2CCN(C3CCN(Cc4ccccc4)CC3)CC2)cc1
 : ?	i	2.2%	i	0.3%	-0.5%	17.9%	-1.6%	18.2%	7.0%	0.1%
Cc1ccc(Cl)cc1N1CCN(C(=O)c2ccc(NS(=O)(=O)c3c(C)noc3C)cc2)CC1
 : i	i	14.5%	i	31.7%[activator]	-2.9%	-2.8%	-4.5%	-1.2%	-11.1%	1.8%
CCc1cc(=O)oc2cc(C)cc(OCc3nn[nH]n3)c12
 : i	?	-7.8%	i	-11.4%	-1.7%	31.6µM*	0.0%	4.9%	-0.2%	1.3%
Cc1cc(=O)n2nc(N3CCCC(C(=O)NCCCN4CCc5ccccc5C4)C3)sc2n1 (configuration not stated)
 : ?	i	17.8%	i	6.3%	2.8%	-4.7%	-0.5%	-0.6%	13.2%	-2.2%
CN1C(=O)C[C@H](c2ccccc2)C1=O
 : ?	i	-9.1%[25.7 µM]	i	-7.4%[17.1 µM]	0.8%[25.7 µM]	-1.0%[25.6 µM]	-0.1%[25.7 µM]	?	-5.9%[25.6 µM]	-6.7%[25.5 µM]
COC(=O)c1cc(OC)c(OC)cc1NC(=O)CSc1nnnn1Cc1ccccc1
 : i	i	?	i	33.6%[activator]	-3.3%	-0.1%	-4.9%	?	14.5%	1.8%
CCCCOC(=O)c1ccc(NC(=O)c2ccoc2C)cc1
 : ?	i	-11.2%	i	8.8%	-1.3%	-6.9%	-1.9%	1.6%	20.5%	-6.7%
O=C(Nc1ccc(Oc2ncccn2)cc1)c1ccco1
 : i	i	-15.1%	i	-0.9%	1.0%	-0.2%	0.5%	-1.5%	-7.3%	-2.1%
COc1ccccc1NC(=O)N1c2ccc(F)cc2CCC1C (configuration not stated)
 : .	.	13.1%	.	-0.4%	-2.0%	1.3%	0.5%	6.7%	-2.5%	-0.2%
O=C1C(Cl)=C(N2CCCCC2)C(=O)N1c1ccccc1Cl
 : .	.	27.3%	.	-8.4%	?	?	-14.0%	5.9%	4.3%	3.2%
O=C(Cn1nc(-c2ccc(Cl)cc2)ccc1=O)N1CCN(c2ccccc2)CC1
 : i	?	-21.4%	i	51.3%[activator]	4.7%	-7.0%	-0.3%	20.3%	35.1%	1.6%
Cc1cc(=O)[nH]c(SCCOc2ccc3c(c2)CCC3)n1
 : i	i	-7.5%	i	6.5%	0.0%	3.0%	-1.1%	11.5%	2.8%	-0.5%
CCOC(=O)N1CCN(C(=O)CSc2nc3c([nH]c4ccccc43)c(=O)n2C)CC1
 : .	.	.	.	.	-3.8%	-1.6%	0.5%	-1.0%	-1.9%	1.2%
CC(=O)CC(=O)Nc1ccccc1
 : .	.	4.4%	.	.	-2.1%	5.6%	-1.5%	-2.3%	0.8%	.
Cc1nn(C(=O)N2CCCCC2)c(C)c1CN1C(=O)c2ccccc2C1=O
 : i	?	-12.2%	i	-12.9%	1.2%	-1.1%	-1.9%	6.6%	-22.1%	-2.6%
CCOC(=O)N1CCN(C(=O)CCSc2ccccc2)CC1
 : .	.	18.6%	.	-2.0%	-2.2%	-3.8%	-2.3%	18.3%	-8.6%	-7.1%
CCCn1nnc(NC(=O)C(C)Oc2ccc(Cl)cc2Cl)n1 (configuration not stated)
 : i	?	-1.4%	i	7.8%	-1.5%	13.7%	-0.8%	-1.3%	-4.7%	0.2%
Cc1sc2ncn(CC(=O)OCC(=O)NC(C)(C)C)c(=O)c2c1C
 : i	i	1.9%	i	6.0%	-1.5%	-6.6%	-0.9%	12.6%	9.3%	-1.4%
CCOC(=O)C(C)n1cnc2c(nnn2Cc2ccc(C)cc2)c1=O (configuration not stated)
 : i	i	-7.8%	i	3.2%	-0.9%	9.1%	-0.1%	6.1%	-0.2%	2.5%
Cc1ccc(-c2nnc(-c3ccc4ccccc4c3)o2)cc1
 : i	?	17.0%[11.5 µM]	i	.	-1.5%[11.5 µM]	4.0%[11.4 µM]	-2.2%[11.5 µM]	?	58.1%[11.4 µM]	-5.7%[11.4 µM]
O=C(O)c1ccc(NS(=O)(=O)c2cc(Cl)ccc2Cl)cc1
 : .	.	31.7%[activator]	.	-1.2%	-0.5%	2.6%	0.4%	10.2%	-3.3%	-1.9%
Cc1nn(C)c(C)c1S(=O)(=O)NC1CCCC1
 : i	i	-2.7%	i	-6.6%	0.8%	-0.7%	2.6%	0.6%	-2.5%	-0.5%
CCCCCCn1c(SCC(=O)Nc2cc(C)on2)nc2ccccc2c1=O
 : i	?	7.5%	i	-9.3%	0.7%	9.5%	0.5%	20.4%	8.5%	0.3%
O=C(c1nc(-c2ccccc2)n(-c2ccccc2)n1)N1CCN(S(=O)(=O)c2ccccc2)CC1
 : ?	?	-4.2%	i	35.3%[activator]	-2.7%	-10.8%	-3.1%	15.8%	2.8%	-33.0%
COC(=O)c1oc2ccc(Cl)cc2c1NC(C)=O
 : i	i	?	i	-1.0%	-0.1%	5.4%	0.0%	8.4%	-1.0%	0.8%
COc1ccc(-c2nnc(SCC(=O)c3cccs3)o2)c(OC)c1
 : i	i	-23.8%	i	10.7%	0.2%	16.5%	-2.6%	0.0%	153.7%	12.6µM*
CCOc1ccccc1NC(=O)Cn1nnc(C(=O)Nc2ccccc2Cl)c1N
 : i	i	17.6%	i	7.9%	-5.5%	-4.7%	-5.0%	6.8%	53.3%	-3.5%
COc1ccc(-c2nc(C#N)c(NC(C)C)o2)cc1
 : i	i	-19.3%	i	1.4%	-1.6%	3.98µM*	0.3%	12.9%	6.1%	-26.6%
O=C(O)c1cccc(Cn2cc(Cl)cn2)c1
 : i	?	3.0%	i	-0.9%	-1.6%	-2.9%	-0.8%	-0.1%	2.4%	-36.3%
Cc1cc2nc(C(F)(F)F)[nH]c(=O)n2n1
 : i	i	-0.7%	i	?	-0.7%	0.7%	-1.1%	?	-0.6%	-0.6%
Cc1ccc(C(=O)COC(=O)CCc2nc3ccccc3[nH]c2=O)cc1C
 : i	?	5.3%	i	15.2%	3.6%	12.1%	-4.5%	6.7%	42.3%	3.5%
Cc1[nH]c2ccccc2c1C(c1ccccn1)N1CCC(C(N)=O)CC1 (configuration not stated)
 : ?	?	-27.6%	i	-15.1%	-0.9%	?	5.4%	?	5.9%	-35.1%
Cc1ccc2occ(C(c3nnnn3Cc3ccccc3)N3CCOCC3)c(=O)c2c1 (configuration not stated)
 : i	i	-13.0%	i	-6.7%	1.1%	13.0%	-0.1%	14.0%	5.0%	-0.7%
CCCCOc1nc2ccccc2nc1C(C#N)S(=O)(=O)c1ccccc1 (configuration not stated)
 : i	?	14.9%	i	-7.2%	-0.9%	-0.6%	-0.1%[0.00368 µM]	17.4%	490.9%	1.2%
COc1ccc(-c2nn(CC(=O)N(C)C)c(=O)c3ccccc23)cc1
 : .	.	-19.2%	.	-0.4%	-2.1%	-17.7%	-1.0%	27.6%	-1.4%	2.8%
O=C(Nc1ccccc1C(=O)N1CCOCC1)C1CCCO1 (configuration not stated)
 : i	i	-4.2%	i	4.7%	-0.3%	7.1%	-3.3%	7.2%	?	1.8%
CCOC(=O)c1ccc(OCc2nc(-c3cccs3)no2)cc1
 : i	?	11.4%	i	7.1%	-0.3%	-11.1%	-1.0%	27.8%	78.1%	-0.9%

# The list is partial (hit frequency here may not be typical).
